# LDHA inh = blocks human lactate dehydrogenase A; purified LDHA, NADH/diaphorase-resazurin fluorescence; active compounds read low; P00338; AID 1347041; activity change, % (values are at about 110 or 230 µM); 480,000 tested, 0.15% active; in the data active = activity change below about -30%;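 also: plate controls were DMSO wells for no effect and wells without enzyme for full effect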
#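 Human LDH5 at 2 nM final in Tris HCl pH 7.4 with 0.06 mM NADH and 0.2 mM pyruvate, reacted 5 minutes at room temperature. Remaining NADH coupled via diaphorase/resazurin; resorufin fluorescence read at 0 and 20 minutes, normalized to enzyme-free and DMSO wells.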
# GRP78 ERSR act = inducers of ER stress response in human glioma cells. U87-MG GRP78 promoter luciferase reporter, 16 h. Potency, µM, for the others: at the highest dose activation, actives largely listed as activators. 420,000 tested, 0.02% active. AID 602332; active = well fitted activation curve with a large enough effect; also: potency is read from the fitted curve at half-maximal effect; series mostly up to about 76 µM; % of control where 0% means no effect; nearly all actives have a fitted effect of over 35% in size
#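 ERSR induction read as luciferase luminescence (Bright-Glo, 10 min at room temperature) in stably transfected human U87-MG glioma cells exposed to compounds for 16 h, using GRP78 as sensor.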
# Active calls of the source: *. This is a subset; the hit share may differ from the screen's.
# Below each SMILES – LDHA inh	GRP78 ERSR act
FC(F)(F)Oc1ccccc1C(c1nnnn1Cc1ccccc1)N1CCN(C/C=C/c2ccccc2)CC1 (configuration not stated)
    -7	-3%
COc1ccc(-c2ccc(C(=O)Nc3cc(OC)c(OC)c(OC)c3)c3occc23)c(C)c1
    -3	-1%
Cc1nnsc1C(=O)N1CCCC1(C)C(=O)O (configuration not stated)
    2	-3%
Cc1ccccc1-c1cnc(C(O)c2c(C)ccc3ccccc23)[nH]1 (configuration not stated)
    5	-3%
Cc1ccc(S(=O)(=O)N2C[C@H]3C(=O)C[C@@H](c4cccs4)N(S(=O)(=O)c4ccc(C)cc4)[C@H]3C[C@H]2c2ccccc2)cc1
    -17	-4%
CC(=O)NCCNC(=O)C1(C)Cc2c(-c3ccccc3)ccnc2O1 (configuration not stated)
    -4	-3%
Cc1cccc(C)c1NC(=O)C(c1ccccc1)N1CCN(c2ccc(F)cc2)CC1 (configuration not stated)
    -4	-5%
CC(C)=CCC[C@H](C)C[C@@H]1CC2=C(C(=O)OC(C)(C)O2)[C@H](c2ccc(F)cc2)O1
    2	0%
COCCNC(=O)C1(C)CCCN(C(=O)c2cnc3ccccc3n2)C1 (configuration not stated)
    -2	0%
CC(O)(c1ccccc1)c1nc(-c2csc3ccccc23)cs1 (configuration not stated)
    -2	-3%
COC(=O)c1cnc(Nc2nc(C(N)COCc3ccccc3)cs2)nc1C(F)(F)F (configuration not stated)
    -10	-3%
O=C(NC1CCCCC1)C(CCc1ccccc1)N1CCc2ccccc2C1 (configuration not stated)
    -2	-1%
COc1ccc(-n2nnnc2C(c2cc3ccccc3o2)N2CCN(C/C=C/c3ccccc3)CC2)cc1 (configuration not stated)
    -5	-2%
CCCNC(=O)C1(C)CCN(C(=O)c2cccnc2Oc2ccccc2)C1 (configuration not stated)
    -2	-4%
CCCOc1ccc(F)cc1-c1cc(C(=O)NCc2ccccc2OC)[nH]n1
    -6	-1%

# Looked up by structure from the entries so far, 6 records:
# Below each SMILES – LDHA inh	GRP78 ERSR act
Cc1cccc(C)c1NC(=O)C(c1ccccc1)N1CCN(c2ccc(F)cc2)CC1 (configuration not stated)
    -4	-5%
CC(=O)NCCNC(=O)C1(C)Cc2c(-c3ccccc3)ccnc2O1 (configuration not stated)
    -4	-3%
COCCNC(=O)C1(C)CCCN(C(=O)c2cnc3ccccc3n2)C1 (configuration not stated)
    -2	0%
FC(F)(F)Oc1ccccc1C(c1nnnn1Cc1ccccc1)N1CCN(C/C=C/c2ccccc2)CC1 (configuration not stated)
    -7	-3%
Cc1ccccc1-c1cnc(C(O)c2c(C)ccc3ccccc23)[nH]1 (configuration not stated)
    5	-3%
CC(C)=CCC[C@H](C)C[C@@H]1CC2=C(C(=O)OC(C)(C)O2)[C@H](c2ccc(F)cc2)O1
    2	0%

# (continued)
# Below each SMILES – LDHA inh	GRP78 ERSR act
Cn1c(=O)c2cc(NC(=O)NCCc3ccccc3)ccc2n1Cc1ccc(F)cc1
    4	5%
CCNC(=O)C1(C)CCCN(CCOc2ccc(Cl)cc2)C1 (configuration not stated)
    -10	-1%
CC(C)(CO)CNc1ccn2nccc2n1
    -2	-4%
Cc1ccccc1Cn1c(C)c(C(=O)NCc2ccc(Cl)c(Cl)c2)sc1=O
    -1	0%
COc1ccc(CN2C[C@@H](CO)O[C@@H](n3cnc4c(N5CCOCC5)ncnc43)C2)cc1
    -1	-2%
CNc1cccc(-c2c(OC)cccc2OC)n1
    -4	-1%
CCCS(=O)(=O)NC(=O)C1(C)CCN(C(=O)c2cc(C)nn2C(C)(C)C)C1 (configuration not stated)
    -4	3%
CCCOc1ccc(F)cc1-c1cc(C(=O)NCc2ccc(F)cc2)[nH]n1
    -9	-3%
CC(=O)Nc1cncc(-c2cccc(C(=O)NCCN(C)C)c2)n1
    -2	-2%
NC(Cc1cnc[nH]1)c1csc(Nc2ccc(C(F)(F)F)cn2)n1 (configuration not stated)
    -4	-1%
COC(=O)c1ccccc1OCc1cc(=O)oc2ccc(C)cc12
    -4	-2%
Cc1ccc(-c2cnc(C(O)c3cccc(Cl)c3)[nH]2)cc1 (configuration not stated)
    -8	4%
CC(=O)N1CCN(Cc2cc(=O)oc3cc(C)ccc23)CC1
    1	-3%
COc1ccc(C(O)c2ncc(-c3cccc4ccccc34)[nH]2)cc1F (configuration not stated)
    -9	-4%
CC1(Cc2ccc(Cl)cc2)C(=O)Nc2ccc(-c3ccc(F)c(Cl)c3)cc21 (configuration not stated)
    4	-10%
COC(=O)c1ccc2nc(-c3ccccc3)c(Cc3ccsc3)n2c1
    1	1%
Cc1cc(F)cc(-c2cc(C(=O)NCc3ccco3)[nH]n2)c1
    -7	1%
CCCc1nc2ccc(C)cn2c1Cc1ccc(OC)cc1C
    4	-1%
O=C(NCC1CCCCC1)c1cc(-c2cc(F)ccc2OCC2CCCO2)n[nH]1 (configuration not stated)
    -4	-1%
Cc1c(C(=O)NCc2ccccc2)sc(=O)n1Cc1ccccc1F
    1	-2%
COc1ccc(-c2nc3ccc(Cl)cn3c2Cc2cccc(Cl)c2)cc1OC
    -4	0%
Nc1nc2c(ncn2[C@@H]2O[C@H](CNS(=O)(=O)N3CCc4ccccc4C3)[C@@H](O)[C@H]2O)c(=O)[nH]1
    -5	-5%
Cn1nc(C(C)(C)C)cc1C(=O)N1CCCCC1c1cc(C(=O)Nc2ccc3c(c2)OCO3)no1 (configuration not stated)
    -8	0%
COCCN1C(=O)CCC1(C)C(=O)Nc1ccc2c(c1)OCCO2 (configuration not stated)
    1	-2%
COc1ccc(CCNC(=O)Nc2nnc([C@H]3C[C@H](O)[C@@H](CO)O3)s2)cc1OC
    -5	-3%
O=C(Nc1ccccc1Cl)c1cc(C2CCCCN2C(=O)CCCc2ccccc2)on1 (configuration not stated)
    -8	-2%
COc1ccc(Cc2c(C3CCCCC3)nc3c4ccccc4ccn23)c(C)c1
    0	-1%
Cc1c(C(=O)N2CCCC(C)(C(=O)NS(=O)(=O)C3CC3)C2)oc2ccccc12 (configuration not stated)
    -4	0%
NC(CCc1ccccc1)c1csc(Nc2nncc3ccccc23)n1 (configuration not stated)
    -1	-8%
COc1ccc(OC)c(NC(=O)C2(C)CCN2Cc2ccc(OC)c3ccccc23)c1 (configuration not stated)
    1	0%
CSc1ccc(NC(=O)C2(C)CCN2C(=O)c2sccc2C)cc1 (configuration not stated)
    -3	-3%
COc1cccc(C(NC(C)=O)c2nc(-c3ccc(C)c(C)c3)cs2)c1 (configuration not stated)
    -3	-4%
COc1ccc(NC(=O)c2cccc3c(-c4ccc(O)c(OC)c4)coc23)cc1
    -6	-2%
COc1cnc(-c2cccc(C(F)(F)F)c2)c(NC(=O)c2cc3ccccc3s2)n1
    -4	-3%
COc1ccccc1CCC(=O)Nc1ccc2c(c1)c(=O)n(C)n2Cc1ccc(F)cc1
    -13	-5%
OC(c1ccc(Cl)c(Cl)c1)c1ncc(-c2cccc(F)c2)[nH]1 (configuration not stated)
    -6	-5%
COc1ccc(CCNC2=CC(=O)CCC2)cc1OC
    -2	0%
Cc1ccc(Cc2c(-c3ccc(C)cc3)nc3c(C)cc(Br)cn23)cc1
    -9	-1%
CC(=O)Nc1cc(-c2ccc(N3CCN(C)CC3)cc2)cn2c(-c3ccccc3)cnc12
    0	-5%
COC(=O)c1ccc2nc(-c3cccc(Br)c3)c(Cc3ccsc3)n2c1
    -3	3%
CC1(Cc2ccc(Cl)c(Cl)c2)C(=O)Nc2ccc(S(=O)(=O)NC3CCCCC3)cc21 (configuration not stated)
    1	-2%
COc1ccccc1NC(=O)Nc1nnc([C@@H]2C[C@H](O)[C@@H](CO)O2)s1
    3	-1%
O=C(Nc1ccc(F)c(Cl)c1)c1cc(C2CCCN(S(=O)(=O)c3ccccc3)C2)on1 (configuration not stated)
    -4	-1%
CCNC(=O)C1CCCN(C(=O)Cc2cccs2)CC1 (configuration not stated)
    -1	0%
COc1ccc(/C=C/CN2CCC(C(=O)NC(c3ccc(F)cc3)c3ccc4ccccc4n3)CC2)cc1 (configuration not stated)
    -5	-11%
CCCCNC(=O)C1(C)CCCCN1C(=O)c1ccc2sccc2c1 (configuration not stated)
    -9	0%
c1ccc(CCNc2cc(-c3ccc4ccccc4c3)nc3ccnn23)nc1
    -15	1%
Nc1ccn([C@@H]2O[C@H](C(=O)NCCc3ccc(F)cc3)[C@@H](O)[C@H]2O)c(=O)n1
    -1	0%
CC(=O)c1ccc(-c2cnc3c(NC=O)cc(-c4ccccc4Oc4ccccc4)cn23)cc1
    1	6%
CN(C)C(=O)c1cccc(-c2cnc3c(NC=O)cc(-c4ccc(N(C)C)cc4)cn23)c1
    5	0%
O=[N+]([O-])c1ccc2c(c1)C(N1CCN(CCO)CC1)Cc1ccc(F)cc1S2 (configuration not stated)
    -3	-6%
COc1cccc(C(O)c2ncc(-c3ccccc3OC)[nH]2)c1 (configuration not stated)
    0	0%
COCCCNC(=O)c1ccc2sc([C@@H]3O[C@H](CO)[C@H](O)[C@H](O)[C@H]3O)nc2c1
    1	-1%
C[C@@H](CO)NC(=O)[C@H]1O[C@@H](n2ccc(=O)[nH]c2=O)[C@H](O)[C@@H]1O
    -4	-6%
COc1ccc(NC(=O)c2cc(C3CCCCN3S(=O)(=O)c3ccccc3)on2)c(C)c1 (configuration not stated)
    -1	-3%
CC1=C(C(=O)N(C(C)C)C(C)C)CC(CC(=O)NC2CCCCC2)C(=O)N1CCC1=CCCCC1 (configuration not stated)
    -3	-3%
Cn1nccc1-c1coc2c(C(=O)NCc3ccccc3)cccc12
    -11	4%
Cc1cc2nc(-c3ccccc3)c(CC(C)(C)C)n2c(C)c1Br
    -2	-3%
CCC(CC)C(=O)N(C)c1c(C)nc2c(OCc3ccc(OC(F)F)cc3)cccn12
    -2	-1%
COc1ccccc1CNC(=O)c1ccc2nc(C)c(N(C)Cc3ccc(NC(C)=O)cc3)n2c1
    -5	-1%

# Other compounds follow:
# Below each SMILES – LDHA inh	GRP78 ERSR act
COc1cccc(-c2cccc(-c3nc(C(=O)NCc4ccc(Oc5ccccc5)cc4)cc4c3[C@H](CCO)N(S(=O)C(C)(C)C)C4)c2)c1 (some centres not stated)
    -1	-5%
Nc1ncnc2c1ncn2[C@@H]1O[C@H](C(=O)NS(=O)(=O)c2cccs2)[C@@H](O)[C@H]1O
    -8	-4%
CC(C)C(=O)N1CCC1(C)C(=O)Nc1ccc(-n2cncn2)cc1 (configuration not stated)
    -4	-1%
CC1(C(=O)NS(=O)(=O)c2ccccc2Cl)CCN1C(=O)CC1CC1 (configuration not stated)
    2	-1%
CCCOc1ccc(F)cc1-c1cc(C(=O)NCc2cc(OC)cc(OC)c2)[nH]n1
    -2	-3%
CN1CCN(c2ccc(-c3cc(NC=O)c4ncc(-c5ccccc5)n4c3)cc2)CC1
    4	-1%
Nc1ncnc2c1ncn2[C@@H]1O[C@H](C(=O)NS(=O)(=O)c2c(Cl)nc3sccn23)[C@@H](O)[C@H]1O
    -13	3%
COC(=O)c1ccc2nc(-c3ccc(Cl)cc3)c(Cc3cccc(F)c3)n2c1
    -6	2%
Cc1ccc2ccccc2c1C(O)c1ncc(-c2cccc(C(F)(F)F)c2)[nH]1 (configuration not stated)
    -16	-3%
COc1ccc(C(C)(O)c2nc(-c3ccccc3)cs2)cc1 (configuration not stated)
    -3	-2%
CCCS(=O)(=O)NC(=O)C1(C)CCN(C(=O)c2cc(-c3cccs3)oc2C)C1 (configuration not stated)
    -8	-2%
CCOC(=O)C1=CC[C@@H](c2ccc(OC)cc2)N(S(=O)(=O)c2ccc(C)cc2)[C@H]1CC
    -5	-6%
COc1cccc(NC(=O)N2CCc3nc(NCc4cccc(Oc5ccccc5)c4)ncc3C2)c1
    3	-3%
CCc1nc2ccc(C(=O)N3CCN(S(=O)(=O)CC)CC3)cn2c1N(C=O)Cc1ccc(OC)cc1
    -4	-2%
CC1(C(=O)NS(=O)(=O)c2ccc(Cl)cc2)CCN1C(=O)CCc1ccc(Cl)cc1Cl (configuration not stated)
    -13	-2%
CCNC(=O)C1(C)CCCN(C(=O)c2c(C)noc2C)C1 (configuration not stated)
    -8	-2%
CCOCCC(=O)Nc1ccc2c(c1)c(=O)n(C)n2CC=C(C)C
    1	-4%
CC(C)NC(=O)C1(C)CCN1C(=O)c1cccn1C (configuration not stated)
    -8	-2%
CC(=O)NCCNc1nc(NC(C)C)nc2cc(-c3ccccc3)sc12
    -4	-1%
OC(c1cccc(Cl)c1)c1nc(-c2ccccc2)cs1 (configuration not stated)
    -11	-1%
COc1cccc(-c2cc(NC=O)c3ncc(-c4cccc(C(=O)NCCN(C)C)c4)n3c2)c1
    2	-1%
c1ccc2c(c1)ncn2-c1cncnc1
    -3	-4%
CC(C)CNC(=O)C1(C)CCCN1C(=O)CSc1ccccc1 (configuration not stated)
    -3	-1%
CCC(=O)N1CCC1(C)C(=O)Nc1cccc(OC)c1OC (configuration not stated)
    -10	-2%
COCCNC(=O)C1(C)CCCN(Cc2ccc3ccccc3c2Br)C1 (configuration not stated)
    1	-4%
CC1(C(=O)NS(=O)(=O)c2ccc(Br)cc2)CCN1C(=O)Cc1cccs1 (configuration not stated)
    -1	-3%

# Exported with tabs: part of the list above.
canonical_smiles	LDHA inh	GRP78 ERSR act
CCNC(=O)C1(C)CCCN(C(=O)c2c(C)noc2C)C1 (configuration not stated)	-8	-2%
CCC(=O)N1CCC1(C)C(=O)Nc1cccc(OC)c1OC (configuration not stated)	-10	-2%

# Compound activity as filed in PubChem.
